Assay outcomes deposited in PubChem by National Center for Advancing Translational Sciences (NCATS).
TDP-43 yeast inh: rescues yeast growth from TDP-43 toxicity. TDP-43 expressing yeast growth rescue, BacTiter-Glo, 24 h. Potency, µM (series often up to 46.1 µM), for inactives: top-dose growth rescue (activation), most hits filed as activators. hit rate 1.8% among 410,000; further: potency means the concentration at half of the fitted maximal effect; % of control where 0% means no effect; nearly all actives have a fitted effect of over 50% in size
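In this qHTS, compounds that restore growth of yeast expressing TDP-43 appear as activators. Cells (OD600=0.02, galactose medium, raffinose-pregrown) are incubated with compound 24 hr at 30 deg C and growth is quantified by BacTiter-Glo.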
GLP-1R inv ag: GLP-1 receptor (human) inverse agonism; P43220; HEK293 GLP-1R CRE-luciferase, luminescence, 24 h; GLP-1R form is constitutively active; Potency, µM (doses to about 38.3 µM), inactives show at the top dose activity change, negative = inhibition, most hits filed as inhibitors; hit rate 1.6% among 410,000; further: potency means the concentration at half of the fitted maximal effect; on the % scale 0 is the no-effect control and ±100 the full control effect; nearly all actives have a fitted effect of over 55% in size
Target sequence (P43220 whole entry, looked up): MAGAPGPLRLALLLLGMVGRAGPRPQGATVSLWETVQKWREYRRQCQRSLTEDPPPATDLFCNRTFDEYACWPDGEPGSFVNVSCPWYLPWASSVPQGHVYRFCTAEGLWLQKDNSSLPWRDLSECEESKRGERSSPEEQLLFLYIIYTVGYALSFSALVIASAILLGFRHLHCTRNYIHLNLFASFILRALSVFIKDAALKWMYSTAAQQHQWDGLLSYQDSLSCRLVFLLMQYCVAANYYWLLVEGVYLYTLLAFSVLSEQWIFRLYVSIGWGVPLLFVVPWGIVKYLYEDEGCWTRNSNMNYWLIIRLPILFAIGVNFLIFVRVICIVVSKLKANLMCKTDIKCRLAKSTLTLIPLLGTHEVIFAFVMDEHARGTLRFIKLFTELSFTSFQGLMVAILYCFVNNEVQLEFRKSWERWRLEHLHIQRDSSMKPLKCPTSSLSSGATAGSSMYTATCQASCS
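Luminescence readout: a drop in cAMP-driven luciferase signal flags inverse agonism at a constitutively active GLP-1R stably expressed in HEK293. Compound exposure lasted 24 hr at 37 deg C, 5% CO2.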
GLP1R cytotox: cytotoxic in the GLP-1 receptor inverse agonist counter-screen; HEK293 cAMP-luciferase reporter cells, luminescence, 24 h; Potency, µM (highest dose often 38.3 µM), without a hit: at the top dose activity change, negative = inhibition, hits mostly inhibitors; hit rate 0.13% among 410,000;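 further: loss of luciferase light is scored as toxicity; potency means the concentration at half of the fitted maximal effect; on the % scale 0 is the no-effect control and ±100 the full control effect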
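To flag toxic compounds, the library was rerun on cells for 24 hr at 37 deg C and 5% CO2. Viability-linked luminescence was captured 12 min after adding luciferase detection reagent.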
Abeta rescue: compounds reversing amyloid beta toxicity in yeast. AID 1347071. Potency, µM (titrated, usually from 46.1 µM), without a hit: at the highest dose growth rescue, usual class: activators. yeast expressing A-beta42, growth rescue, OD600, 48 h; response scale: 0% DMSO, 100% iron-clioquinol control. hit rate 0.063% among 410,000; further: potency means the concentration at half of the fitted maximal effect; nearly all actives have a fitted effect of over 55% in size
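Yeast A-beta toxicity model in growth medium with pinned compounds, 48 h at 30 C; growth read as absorbance at 600 nm. Normalized to FeCl3/clioquinol equimolar mix (positive) and DMSO (negative).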
FUS yeast rescue: FUS proteinopathy suppression in yeast. S. cerevisiae FUS-expressing, growth rescue, OD600, 24 h. Potency, µM (titrated, usually from 76.6 µM), for the others: at the highest dose growth rescue (activation), usual class: activators. hit rate 0.24% among 390,000;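 further: potency means the concentration at half of the fitted maximal effect; plate controls were DMSO vehicle for no effect and reference control for full effect; nearly all actives have a fitted effect of over 55% in size; some results filed as inactive show a strong effect at the top dose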
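Read-out: OD at 600 nm after 24hr at 30C, reporting rescue of FUS-induced yeast toxicity. Cells at OD 0.005 in galactose (2%) minimal medium; compounds tested in a dilution series; CP55940 titration from 92uM final as control.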
PTHR1 agonist: activates the human parathyroid hormone receptor PTHR1 | HEK293 GP2 PTHR1 cells, GloSensor cAMP luminescence, 1 h | Potency, µM (highest dose often 115 µM), for inactives: at the highest dose activation, most hits filed as activators | hit rate 0.075% among 410,000; further: potency means the concentration at half of the fitted maximal effect; nearly all actives have a fitted effect of over 55% in size; some results filed as inactive show a strong effect at the top dose; inactives centre near -15; many of its hits are not listed in these tables
Target sequence (Q03431 whole entry, looked up): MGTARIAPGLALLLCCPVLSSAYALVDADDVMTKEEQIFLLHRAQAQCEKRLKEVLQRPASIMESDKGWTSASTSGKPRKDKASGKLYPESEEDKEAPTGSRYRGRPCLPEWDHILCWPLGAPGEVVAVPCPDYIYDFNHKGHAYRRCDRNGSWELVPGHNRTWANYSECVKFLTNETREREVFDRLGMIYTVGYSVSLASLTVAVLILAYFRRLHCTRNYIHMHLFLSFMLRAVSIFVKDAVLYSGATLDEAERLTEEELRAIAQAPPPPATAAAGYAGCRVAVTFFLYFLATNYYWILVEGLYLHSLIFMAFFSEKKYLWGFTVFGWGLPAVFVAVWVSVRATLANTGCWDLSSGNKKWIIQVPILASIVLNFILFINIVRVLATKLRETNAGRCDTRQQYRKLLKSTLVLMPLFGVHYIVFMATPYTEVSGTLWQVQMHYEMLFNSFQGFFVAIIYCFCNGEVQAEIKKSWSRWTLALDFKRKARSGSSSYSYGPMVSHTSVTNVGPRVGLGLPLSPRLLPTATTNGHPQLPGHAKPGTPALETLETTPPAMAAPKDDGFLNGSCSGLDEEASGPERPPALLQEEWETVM
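HEK-293-derived GP2 cells expressing PTHR1 and a GloSensor cAMP reporter, 3,000/well, plated overnight, given luciferin plus IBMX (each 0.5 mM as added) for 1 h at 37 °C, then compound for 1 h at 37 °C. Luminescence was read after 15 min at room temperature.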
Akt phos inh: inhibitors of Akt phosphorylation. hit rate 0.32% among 360,000. activity change, % for hits at 50 µM. AID 651550. Neuro2A IGF-stimulated pAkt S473 HTRF, 20 min; active compounds read low; in the data active means activity change below about -80%; inconclusive means mostly about -51% to -80%; further: on the % scale 0 is the no-effect control and ±100 the full control effect
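Neuro2A cells (4,500/well, DMEM with 0.5% FBS) were treated with compound at a single 50 µM final concentration, stimulated with 6 nM IGF for 20 min at 37 °C, and lysed. Phospho-Akt Ser473 was read by HTRF as 665/615 ratio ×10^4.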
MmCpn inh: blocks the Methanococcus maripaludis chaperonin Mm-Cpn | hit rate 0.031% among 330,000 | purified Mm-Cpn ATPase, ADP Transcreener TR-FRET | AID 504842 | Potency, µM (titrated, usually from 76.9 µM), for the others: at the top dose activity, negative = inhibition, actives largely listed as inhibitors; further: potency means the concentration at half of the fitted maximal effect; on the % scale 0 is the no-effect control and ±100 the full control effect; nearly all actives have a fitted effect of over 80% in size
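ATPase read-out: TR-FRET ADP immunoassay (anti-ADP Eu cryptate vs ADP-d2), ex 320 nm, em 590/665 nm; signal drops as ADP forms. Enzyme 25 nM, ATP 10 uM, 30 min at 37°C after 10 min compound preincubation.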
aSyn yeast inh: inhibitors of alpha-synuclein toxicity in yeast. Yeast expressing alpha-synuclein, growth rescue, BacTiter-Glo, 24 h. Potency, µM (doses to about 46.1 µM), for inactives: top-dose growth rescue (activation), usual class: activators. hit rate 0.14% among 370,000. AID 652106; further: potency means the concentration at half of the fitted maximal effect; % of control where 0% means no effect; nearly all actives have a fitted effect of over 65% in size
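Screening used galactose-induced yeast with toxic alpha-synuclein levels, exposed to compound for 24 hr at 30 deg C. Cell growth, read with BacTiter-Glo luminescence, gave the measured signal.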
Starred values were filed as active, the others as inactive; i = inactive; ? = inconclusive; . = not tested or not shown; [ ] = dose if it differs, or a comment. Unless noted, the call rests on the fitted dose curve; in most records, active means well fitted curve in the direction sought with a large enough effect; inconclusive means small, poorly fitted or top-dose-only effect, or another doubt; inactive means no such curve, though single readings can be large; an effect the other way counts as inactive or inconclusive. The list is partial (hit frequency here may not be typical).

SMILES	TDP-43 yeast inh	GLP-1R inv ag	GLP1R cytotox	Abeta rescue	FUS yeast rescue	PTHR1 agonist	Akt phos inh	MmCpn inh	aSyn yeast inh
O=C(Nc1ccccc1)C1C(c2ccccc2)C1(Cl)Cl (configuration not stated)	?	?	-2%	3%	-4%	-11%	i	1%	-11%
CC1CCN(C(=O)c2ccc(SCc3ccccc3F)c([N+](=O)[O-])c2)CC1	4%	?	-5%	3%	10%	-37%	i	0%	0%
Cc1ccc(C)c(C(=O)C(C)OC(=O)c2cccn2C)c1 (configuration not stated)	0%	?	-7%	18%	-1%	-18%	i	0%	8%
Cc1cc(C(=O)N/N=C/c2cc(Br)c(Br)o2)n[nH]1	?	4%	-11%	-4%	33%	i	i	-1%	15%
CCOC(=O)c1c(-c2ccccc2)oc2ccc(OCC(O)CNCCN(C)C)cc12 (configuration not stated)	-26%	5µM*	?	-32%	20%	-9%	i	-5%	-29%
Cn1c(SCC(=O)NCc2ccco2)nc2ccccc2c1=O	9%	-7%	-12%	6%	6%	-7%	i	0%	2%
O=C(COc1ccc2c(c1)CCC2)N1CCN(c2ccccc2F)CC1	?	-8%	-3%	-16%	.	i	i	-1%	0%
O=C(O)C1C2C=CC3(CN(CC(O)COc4ccccc4)C(=O)C13)O2 (configuration not stated)	-5%	-4%	-5%	0%	4%	i	i	2%	0%
O=C(NCCc1cccc(Cl)c1)c1ccc2c(c1)OCO2	?	?	27%	-18%	-1%	-30%	i	2%	-2%
COCCCNC(=O)Cn1cc(/C=C(\C#N)C(=O)NC2CCCC2)c2ccccc21	-1%	3%	4%	-6%	-2%	-19%	i	2%	-2%
COc1ccccc1/C=C(\NC(=O)c1ccccc1)C(=O)NCc1ccco1	-5%	1%	2%	5%	12%	i	i	-5%	-8%
COc1ccc(CCNC(=O)CCCCn2c(=O)c3ccccc3n(Cc3ccccc3)c2=O)cc1OC	17%	-15%	6%	1%	10%	-1%	.	.	.
COc1ccc(-c2n[nH]c3c2cnc2cc(OC)c(OC)cc23)cc1	50%	-7%	-8%	-3%	23%	i	.	.	.
COc1ccc(OC)c(CNc2ncnc3onc(-c4ccc(Cl)cc4)c23)c1	?	-19%	0%	2%	2%	-9%	.	.	.
Cc1ccccc1NC(=O)Cc1nc(COC(=O)CSc2ccccc2)cs1	23%	19%	7%	11%	24%	-18%	i	-4%	13%
Cc1nc2c3c(sc2c(=O)[nH]1)NC(=O)CC3c1ccccc1Cl (configuration not stated)	4%	38%[activator]	-7%	.	0%	i	i	-3%	-1%
CCOC(=O)c1ccc(NC(=S)N(CCN(C)C)Cc2cccs2)cc1	-11%[9.22 µM]	?	?	-9%	-3%	i	i	-2%	1%
O=C(O)CNC(=O)/C(=C/c1ccco1)NC(=O)/C=C/c1ccccc1	16%	10%	-14%	8%	.	i	i	-2%	-7%
Cc1ccc(/C=N/NC(=O)c2cccc(S(=O)(=O)Nc3ccccc3Cl)c2)o1	18%	1%	-4%	12%	.	-1%	i	-1%	9%
Cc1ccc([N+](=O)[O-])cc1NC(=O)CN(C1CCCCC1)S(=O)(=O)c1ccc(Cl)cc1	16%	?	73%[activator]	24%	20%	i	i	-3%	2%

Part of the list above in order of length of the SMILES, highest first.
SMILES	TDP-43 yeast inh	GLP-1R inv ag	GLP1R cytotox	Abeta rescue	FUS yeast rescue	PTHR1 agonist	Akt phos inh	MmCpn inh	aSyn yeast inh
COCCCNC(=O)Cn1cc(/C=C(\C#N)C(=O)NC2CCCC2)c2ccccc21	-1%	3%	4%	-6%	-2%	-19%	i	2%	-2%
O=C(O)CNC(=O)/C(=C/c1ccco1)NC(=O)/C=C/c1ccccc1	16%	10%	-14%	8%	.	i	i	-2%	-7%
Cc1ccccc1NC(=O)Cc1nc(COC(=O)CSc2ccccc2)cs1	23%	19%	7%	11%	24%	-18%	i	-4%	13%

(listing goes on)
SMILES	TDP-43 yeast inh	GLP-1R inv ag	GLP1R cytotox	Abeta rescue	FUS yeast rescue	PTHR1 agonist	Akt phos inh	MmCpn inh	aSyn yeast inh
Nc1nc2c(ncn2[C@@H]2O[C@H](CNCc3ccc(F)c(N4CCOCC4)c3)[C@@H](O)[C@H]2O)c(=O)[nH]1	8%	21%	3%	-6%	-8%	-20%	i	.	0%
COc1cc(OC)nc(Oc2cc(C=O)ccc2OC)n1	3%	-1%	8%	2%	4%	-3%	i	1%	3%
CCC(C)Nc1nc(C)nc2c1oc1ccccc12 (configuration not stated)	11%	?	-4%	6%	-6%	-44%[inhibitor]	i	?	-10%
O=C(CCC(=O)N1CCOc2ccccc21)N1CCN(c2ccccc2)CC1	0%	-22%	-1%	-3%	2%	-12%	i	1%	5%
COc1ccc([C@H]2[C@@H](C#N)[C@H](C#N)N3CCCN23)cc1	1%	7%	-5%	-4%	10%	-7%[57.5 µM]	i	-3%	3%
O=C(COc1ccc(F)cc1)Nc1ccc2nc(SCCOc3ccccc3)sc2c1	5%	5%	-10%	-9%	5%	-17%	.	.	.
Cc1onc(-c2ccccc2Cl)c1C(=O)N1CCN(C)CC1	2%	11%	-2%	-4%	19%	i	i	2%	4%
CC(=O)C1=C(O)C(=O)N(CCO)C1c1ccccc1 (configuration not stated)	7%	6%	0%	12%	-1%	i	i	-4%	-1%
COc1ccc(N2CCN(C(=O)CN3C(=O)NC(C)(c4ccc5ccccc5c4)C3=O)CC2)cc1 (configuration not stated)	-3%	?	-13%	4%	.	-77%[inhibitor]	i	4%	6%
CCOc1cc2c(cc1OCC)C(c1ccccc1OC)OC(=O)C2 (configuration not stated)	4%	-20%	-15%	-7%	-8%	i	i	1%	-3%
COc1ccc(N=C2SC(CC(=O)Nc3ccccc3)C(=O)N2Cc2ccco2)cc1 (configuration not stated)	3%	?	1%	4%	24%	i	i	1%	3%
CCOC(=O)Cc1csc(SCC(=O)Nc2nccs2)n1	-2%	1%	-2%	-13%	2%	i	i	-2%	-7%
O=C1CC(NS(=O)(=O)c2ccc([N+](=O)[O-])cc2)CN1c1ccc(Cl)cc1 (configuration not stated)	-23%	?	10%	-1%	17%	i	i	-5%	1%
Cc1ccc(C(=O)C(C)OC(=O)c2ccccc2[N+](=O)[O-])cc1 (configuration not stated)	-2%	15%	11%	3%	-3%	-14%	i	-3%	3%
Cc1ccccc1N1CCN(C(=O)c2ccc(Oc3ccc(C(F)(F)F)cn3)cc2)CC1	-32%	0%	-11%	-11%	34%	i	i	-1%	1%
CCc1ccc(/C=C2\SC(=S)N(CCCC(=O)Nc3cc(C)on3)C2=O)cc1	18%	-5%	5%	0%	-42%	i	i	.	0%
CC(=O)Nn1cnc2c(c1=O)C1(CCCCC1)Cc1ccccc1-2	0%	-1%	18%	1%	.	-3%	i	-1%	3%
CCOC(=O)Cn1c(=O)cc(-c2ccccc2)c2c(C)nn(C)c21	?	-17%	8%	-10%	27%	i	.	.	.
CC12CCC(=O)N1C(C(=O)Nc1cc(Cl)ccc1N1CCCC1)CS2 (configuration not stated)	-10%	?	-19%	3%	.	-11%	i	0%	-2%
COC(=O)c1c(C)[nH]c(C=Nc2ccc(OC)cc2)c1C	-4%	1%	-7%	4%	1%	i	i	-1%	6%
CNC(=O)COC(=O)c1ccc(OCC(=O)Nc2ccccc2OC)c(OC)c1	7%	0%	-1%	15%	1%	i	i	3%	-8%
Cn1nc(C(=O)Nc2ccc(Br)cc2)cc1C(=O)Nc1ccc(Br)cc1	1%	4%	8%	-2%	-15%	21%	i	0%	-3%
CC(=O)Nc1ccc(CN2CCCC(CO)(Cc3ccccc3C)C2)cc1 (configuration not stated)	-21%	2%[0.307 µM]	5%[0.307 µM]	4%	7%	-11%	i	2%	5%
O=C(CCS(=O)(=O)c1cc(Br)cc2c1N(C(=O)C1CC1)CC2)Nc1ccc(C(F)(F)F)cc1	1%	17%	11%	-5%	6%	i	.	.	.
c1ccc(-n2c(Cc3cccnc3)nc3cnccc32)cc1	20%	4%	1%	6%	22%	-31%	i	.	2%
C/C(N)=C(/C#N)C(=O)CSc1nc2scc(-c3ccc(F)cc3)c2c(=O)n1C	1%	13%	2%	16%	-21%	-93%[inhibitor]	i	1%	-11%
CCCCN(C)C(=O)c1nc2ccccn2c1CN1CCC[C@H]1C(=O)OC	-12%	-4%	?	-9%	9%	-39%	i	3%	-11%
CCCNc1ccc(-c2nc(-c3ccccn3)no2)cc1[N+](=O)[O-]	-23%	16%	-4%	-20%	2%	-54%[inhibitor]	.	.	.
Cc1ccsc1C(=O)OC(C)C(=O)Nc1ccc(Cl)cn1 (configuration not stated)	?	?	-2%	-19%	3%	-6%	i	0%	-17%
COc1ccc(S(=O)(=O)Nc2ccc3c(c2)sc(=O)n3C)cc1Cl	16%	-8%	-10%	-11%	19%	i	.	.	.
Cc1ccccc1-c1ccc(=O)n(CC(=O)Nc2ccc(C(=O)N3CCCC3)cc2)n1	3%	1%	2%	20%	23%	-8%	i	-2%	3%
CC(C(=O)Nc1cccnc1)c1ccc([N+](=O)[O-])cc1 (configuration not stated)	-14%	17%	6%	5%	14%	i	i	?	-2%
O=C(NCCCn1ccnc1)c1ccccc1F	-19%	1%	0%	-18%	3%	-17%	i	1%	-2%
CCNCCNC(=O)c1c(O)c2c([nH]c1=O)CCCC2	-21%	-25%	-6%	-3%	-8%	-7%	i	-3%	2%
